# Assay outcomes from PubChem.
# Tau fibril ThT: blocks human tau fibril formation measured by thioflavin T; P10636; recombinant tau K18 P301L, heparin-induced fibrillization, ThT fluorescence; Potency, µM (highest dose often 57.4 µM), for inactives: at the top dose activity, negative = inhibition, actives largely listed as inhibitors; 270,000 compounds, 2.1% hits; further: nearly all actives have a fitted effect of over 55% in size
# Target sequence (P10636 561-689 P618L limits assumed): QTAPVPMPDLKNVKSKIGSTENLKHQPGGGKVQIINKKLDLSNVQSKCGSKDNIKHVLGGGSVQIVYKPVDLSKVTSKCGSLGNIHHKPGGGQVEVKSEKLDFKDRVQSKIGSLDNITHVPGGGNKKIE
#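 In this qHTS, human K18 P301L tau is incubated with compound and heparin for 6 hr at 37 C, and Thioflavin T fluorescence then reports fibril load.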
# TRb SRC2 PPI: TRbeta-SRC2 interaction inhibition | P10828 | TRbeta-SRC2 peptide binding, fluorescence polarization; receptor liganded with 1 µM T3 | Potency, µM (highest dose often 106 µM), for inactives: top-dose activity change, negative = inhibition, usual class: inhibitors | 280,000 compounds, 0.065% hits;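 further: plate controls were bound peptide for no effect and peptide without receptor for full effect; nearly all actives have a fitted effect of over 50% in size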
# Target sequence (P10828 whole entry, looked up): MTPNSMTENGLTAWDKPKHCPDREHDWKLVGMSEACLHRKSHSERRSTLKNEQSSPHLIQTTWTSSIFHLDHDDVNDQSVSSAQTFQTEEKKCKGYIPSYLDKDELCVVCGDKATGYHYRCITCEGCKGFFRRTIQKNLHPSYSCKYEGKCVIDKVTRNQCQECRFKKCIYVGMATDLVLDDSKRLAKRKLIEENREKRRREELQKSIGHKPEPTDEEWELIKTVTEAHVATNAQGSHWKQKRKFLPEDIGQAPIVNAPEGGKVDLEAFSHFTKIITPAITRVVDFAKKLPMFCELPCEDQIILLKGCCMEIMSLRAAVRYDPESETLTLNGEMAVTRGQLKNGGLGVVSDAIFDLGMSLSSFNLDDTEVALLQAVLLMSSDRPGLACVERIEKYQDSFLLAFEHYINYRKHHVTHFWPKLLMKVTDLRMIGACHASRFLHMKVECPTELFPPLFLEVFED
#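 Each compound concentration gave % activity, normalized to unbound and bound Texas Red SRC2 controls, from polarization read after 5 hr ambient incubation with T3-loaded human TRb LBD.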
# Tau fibril FP: tau fibrillization inhibition (FP); P10636; K18 P301L tau heparin fibrillization, Alexa594 FP, 6 h; Potency, µM (titrated, usually from 57.7 µM), for the others: top-dose activity, negative = inhibition, actives largely listed as inhibitors; 280,000 compounds, 0.39% hits; further: nearly all actives have a fitted effect of over 55% in size
#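 Read-out: fluorescence polarization of Alexa 594-labeled tau (0.24 uM), 555 nm excitation, 632 nm emission. Mixtures held 15 uM unlabeled K18 P301L, compound and 20 uM heparin, pH 7 acetate buffer, incubated 6 hr at 37 C.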
# ALDH1A1 inh: blocks purified human ALDH1A1 activity; P00352; Purified ALDH1A1, NADH fluorescence, propionaldehyde substrate; Potency, µM (doses to about 75.3 µM), without a hit: at the highest dose activity, negative = inhibition, hits mostly inhibitors; 220,000 compounds, 7.3% hits; AID 1030; active means well fitted inhibition curve with a large enough effect, not every such curve was filed as active; inconclusive means small, poorly fitted or top-dose-only effect, or another doubt; inactive means no such curve, though single readings can be large or run the other way;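 further: plate controls were no enzyme wells and a reference inhibitor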
# Tau fluor counter: counter-screen for tau fibril formation inhibitors | tau K18 P301L Alexa594 fluorescence, heparin fibrillization | Potency, µM (top dose mostly 57.7 µM), without a hit: at the top dose activity change, negative = decrease | AID 1463 | 280,000 compounds, 0.93% hits; further: nearly all actives have a fitted effect of over 55% in size
#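 Human tau K18 P301L (15 uM unlabeled, 0.24 uM Alexa 594-labeled) in 100 mM sodium acetate pH 7 with 20 uM heparin, 6 hr at 37 C. ThT 30 uM added, 1 hr ambient; Alexa 594 FP and total fluorescence read at 555/632 nm.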
# L3MBTL1 inh: inhibitors of human L3MBTL1 | AlphaScreen L3MBTL1–H3K9me1 peptide binding | 230,000 compounds, 0.66% hits | Q9Y468 | AID 485360 | Potency, µM (highest dose often 57.1 µM), for inactives: at the highest dose activity, negative = inhibition, actives largely listed as inhibitors; further: nearly all actives have a fitted effect of over 60% in size
#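 AlphaScreen proximity signal between nickel-chelate acceptor and streptavidin donor beads (final 10 ug/mL) reports binding of 50 nM L3MBTL1 to 75 nM biotin-H3 K9me1 peptide; complex incubated with compounds 30 min at room temperature; cefsulodin titration as control.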
# GLA spleen mod: inhibitors or activators of human alpha-galactosidase in spleen homogenate. P06280. human spleen homogenate, 4MU-alpha-Gal fluorescence, 40 min. Potency, µM (doses to about 80 µM), without a hit: at the top dose activity change, negative = inhibition, actives largely listed as inhibitors. 240,000 compounds, 0.008% hits. AID 2107;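 further: 0% = enzyme with vehicle and -100% = no enzyme basal signal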
# Target sequence (P06280 32-429 limits assumed): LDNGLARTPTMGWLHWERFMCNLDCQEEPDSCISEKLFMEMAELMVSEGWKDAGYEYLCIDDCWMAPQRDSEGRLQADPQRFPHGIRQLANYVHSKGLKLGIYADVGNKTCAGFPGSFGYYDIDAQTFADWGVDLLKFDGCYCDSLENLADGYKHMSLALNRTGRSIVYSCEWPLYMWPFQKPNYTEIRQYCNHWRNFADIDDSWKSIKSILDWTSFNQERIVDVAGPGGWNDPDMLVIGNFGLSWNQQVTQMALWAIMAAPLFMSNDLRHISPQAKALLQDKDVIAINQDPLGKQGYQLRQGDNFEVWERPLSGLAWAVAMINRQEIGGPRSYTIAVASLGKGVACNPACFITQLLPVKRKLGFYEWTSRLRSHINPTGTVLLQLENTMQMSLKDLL
#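 Inhibition or activation of alpha-galactosidase in human spleen homogenate is scored by 4-MU fluorescence after 40 min at 37C, pH 5.0, with 1 mM substrate. AC50s come from concentration-response fitted to the Hill equation.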
# TR SRC2 fluor cs: Texas Red fluorescence interference in TRb-SRC2 counter-screen | AID 1479 | TRb/SRC2 Texas Red total fluorescence interference | 280,000 compounds, 0.29% hits | Potency, µM (doses to about 106 µM), inactives show at the top dose fluorescence change, negative = quenching; active means well fitted curve in either direction with a large enough effect; inconclusive means small, poorly fitted or top-dose-only effect
#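 Human TRβ ligand-binding domain (0.6 uM) and Texas Red SRC2 peptide (20 nM) in Tris buffer with 1 uM T3 and 5% DMSO were incubated with pinned compound for 5 hr at ambient temperature. Total fluorescence was computed as S + 2P (555/632 nm).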
# * hit, by the source's call; ? = inconclusive; . = no result given; [ ] = dose if it differs, or a comment. Unless noted, the call rests on the fitted dose curve; in most records, active means well fitted curve in the direction sought with a large enough effect; inconclusive means small, poorly fitted or top-dose-only effect, or another doubt; inactive means no such curve, though single readings can be large; an effect the other way counts as inactive or inconclusive. Unless noted, on the % scale 0 is the no-effect control and ±100 the full control effect; potency means the concentration at half of the fitted maximal effect. No enrichment for hits. About 8.5% of those tested had a hit in this group.
structure | Tau fibril ThT | TRb SRC2 PPI | Tau fibril FP | ALDH1A1 inh | Tau fluor counter | L3MBTL1 inh | GLA spleen mod | TR SRC2 fluor cs
COC(=O)c1c(O)c2ccccc2[nH]c1=O | -11.0% | -4.5% | 0.6% | -8.6% | -5.8% | . | -0.9% | -1.3%
CCCS(=O)(=O)NCCc1cc2ccc(C)cc2[nH]c1=O | 7.7% | -4.7% | 13.6% | ? | 7.0% | 13.0% | -1.6% | -4.9%
C#CCNC(=O)C1=C[C@@H](c2ccccc2)C[C@@H](OCc2ccc(CO)cc2)O1 | -10.9% | -14.4% | -1.1% | -2.2% | -10.4% | -2.5% | 5.2% | -0.8%
COc1ccc(N(CC(=O)N2CCN(c3ccccc3)CC2)S(=O)(=O)c2c(C)nn(C)c2C)cc1 | -9.3% | -4.0% | 4.8% | . | -15.1% | . | . | -1.2%
O=C(CSc1cn(CCNC(=O)c2ccc3ccccc3c2)c2ccccc12)NCc1ccco1 | ? | 6.1% | 2.0% | ? | ? | -14.3% | 5.1% | -0.6%
c1ccc(CSc2ncnc3c2cnn3-c2ccccc2)cc1 | -3.2% | -3.9% | -0.1% | ? | -5.1% | 17.5% | -4.7% | -4.4%
COC(=O)c1ccc2c(c1)N(Cc1cc(C)ccc1C)C(=O)c1ccccc1S2 | -5.9% | -2.9% | -5.7% | . | -11.9% | . | . | -0.8%
CC[n+]1ccccc1/C=C/c1ccc(N(C)C)cc1 | 14.1µM* | 6.3% | 3.2% | ? | 7.9% | . | -3.7% | 4.5%
Cc1ccc(CSCCNC(=O)/C=C/c2ccc(Cl)cc2)cc1 | -10.0% | 9.5% | -7.2% | 1.5% | -6.4% | 3.7% | 1.2% | -1.6%
CCN(CC)C(=O)c1sc2c(c1C)c(=O)n(-c1ccc(OC)cc1OC)c(=O)n2Cc1cc(C)ccc1C | -10.1% | 5.2% | -1.1% | . | 1.8% | . | . | -18.4%
CCOC(=O)C1(CC2CCCCO2)CCN(C(=O)Nc2cccc(SC)c2)CC1 (stereo unspecified) | -11.9% | -8.6% | ? | -1.4% | ? | -0.7% | 1.4% | -4.6%
CNc1nc(Nc2ccc(Br)cc2)nc(N)c1[N+](=O)[O-] | -12.6% | -2.7% | ? | 2.4% | -2.1% | 5.0% | -14.1% | -2.6%
C(/CCc1ccccc1)=N\Nc1nc2ccccc2[nH]1 | ? | -4.2% | 1.8% | 6.3% | -27.0% | ? | -5.9% | -2.8%
O=C(/C=C/c1ccco1)N(Cc1ccccc1)C1CCS(=O)(=O)C1 (stereo unspecified) | ? | 1.0% | -7.0% | . | -7.6% | -5.5% | 5.6% | 2.7%
O=c1cc(-c2ccccc2)[nH]n1-c1nc2ccccc2[nH]1 | 25.1µM* | -11.1% | ? | 5.2% | ? | ? | 16.0% | -16.4%
CC(=O)c1ccc(S(=O)(=O)N2CCCCC2C(=O)O)cc1 (stereo unspecified) | 4.2% | -8.2% | -6.7% | ? | 5.3% | 5.1% | -0.7% | -1.3%
O=C1C(Cl)=C(Nc2ccc(F)cc2)C(=O)N1CCc1ccccc1 | ? | -0.7% | -2.7% | ? | -5.8% | 1.3% | -7.8% | 0.4%
CCOc1cccc(NC(=O)c2ccc(F)c(S(=O)(=O)N(CC)c3cccc(C)c3)c2)c1 | 5.2% | 7.2% | -5.2% | . | -12.7% | . | . | -2.7%
CC(C)NC1=C(Cl)C(=O)c2ccccc2C1=O | 25.1µM* | 7.9% | ? | ? | -28.0% | . | -10.5% | -3.0%
Cc1cccc2c1CC(C)(C)N/C2=C\C(N)=O | -9.0% | -4.8% | 4.7% | 2.3% | 9.4% | 6.8% | -6.9% | -2.0%
CCCCC(=O)Nc1ccc(NC(=O)CC)cc1OC | 15.5% | -7.6% | -2.7% | 2.2% | 14.9% | -0.9% | -3.2% | -7.8%
O=C(O)C1CC=CCC1C(=O)Nc1ccccc1C(=O)N1CCN(c2ccc(Cl)cc2)CC1 (stereo unspecified) | -4.2% | 0.3% | 6.1% | 7.6% | 1.5% | 7.4% | -7.5% | -0.9%
O=C(NCC1CCCO1)c1ccc(CS(=O)(=O)Cc2ccc(F)cc2)o1 (stereo unspecified) | -6.4% | -4.7% | -1.7% | ? | -9.7% | -2.5% | -11.1% | -2.7%
CCOC(=O)C1CNc2cc(S(=O)(=O)CC)ccc2O1 (stereo unspecified) | -0.6% | -2.7% | 4.3% | -2.6% | 0.3% | 19.2% | 7.0% | -4.2%
CCCN=Cc1sc2ccc(OCC)cc2c1O | ? | -5.5% | -7.1% | ? | -18.6% | -4.7% | -0.5% | 0.4%
CCN(CC)c1nn2c(=O)c(C(=O)NCc3ccc(F)cc3)cnc2s1 | 2.3% | -2.3% | 2.6% | . | 1.7% | . | . | -0.6%
COc1cc(S(=O)(=O)Nc2ccc(C)cc2)ccc1NC(=O)c1ccncc1 | -3.4% | 4.7% | 10.9% | -4.3% | -10.6% | 0.6% | 4.6% | -48.3%
NNC(=O)c1cnn(-c2ccccc2)c1-n1cccc1 | -11.3% | 10.7% | 0.6% | 0.708µM* | -8.1% | . | -2.5% | -1.4%
Brc1ccc(C2=NCCC(c3ccccc3)O2)cc1 (stereo unspecified) | -10.6%[81.4 µM] | 2.3% | 10.3%[81.3 µM] | ? | -6.4%[81.3 µM] | . | 6.7%[119 µM] | -5.0%
COc1ccc(NC(=O)CNS(=O)(=O)c2ccc3nc(C)sc3c2)c(OC)c1 | -14.6% | 11.9% | 6.2% | 2.1% | -12.9% | 2.1% | 2.1% | -2.0%

# Complete entries, looked up by structure. Order of screens: Tau fibril ThT | TRb SRC2 PPI | Tau fibril FP | ALDH1A1 inh | Tau fluor counter | L3MBTL1 inh | GLA spleen mod | TR SRC2 fluor cs
# Record of NNC(=O)c1cnn(-c2ccccc2)c1-n1cccc1 = -11.3% | 10.7% | 0.6% | 0.708µM* | -8.1% | . | -2.5% | -1.4%
# Record of CCN(CC)C(=O)c1sc2c(c1C)c(=O)n(-c1ccc(OC)cc1OC)c(=O)n2Cc1cc(C)ccc1C = -10.1% | 5.2% | -1.1% | . | 1.8% | . | . | -18.4%
# Record of CC(C)NC1=C(Cl)C(=O)c2ccccc2C1=O = 25.1µM* | 7.9% | ? | ? | -28.0% | . | -10.5% | -3.0%
# Record of O=C1C(Cl)=C(Nc2ccc(F)cc2)C(=O)N1CCc1ccccc1 = ? | -0.7% | -2.7% | ? | -5.8% | 1.3% | -7.8% | 0.4%

# Looked up above.
# `CC(=O)c1ccc(S(=O)(=O)N2CCCCC2C(=O)O)cc1` (stereo unspecified) in L3MBTL1 inh is entered as 5.1%
# `CC(C)NC1=C(Cl)C(=O)c2ccccc2C1=O` in TRb SRC2 PPI is entered as 7.9%
# `COC(=O)c1c(O)c2ccccc2[nH]c1=O` in TRb SRC2 PPI is entered as -4.5%
# `O=C1C(Cl)=C(Nc2ccc(F)cc2)C(=O)N1CCc1ccccc1` in Tau fluor counter is entered as -5.8%
# `CCCCC(=O)Nc1ccc(NC(=O)CC)cc1OC` in Tau fibril FP is entered as -2.7%

# (continued)
structure | Tau fibril ThT | TRb SRC2 PPI | Tau fibril FP | ALDH1A1 inh | Tau fluor counter | L3MBTL1 inh | GLA spleen mod | TR SRC2 fluor cs
COc1ccc(/C=N/NC(=O)c2ccncc2)cc1CN1CCCc2ccccc21 | ? | 0.0% | 7.2% | -1.8% | 14.1µM*[quencher] | . | -4.7% | -2.4%
CCc1ccc(OC)c(-c2csc(N)n2)c1 | -19.0% | 4.0% | 6.0% | -1.7% | -16.3% | -5.5% | -1.3% | -2.7%
CCOc1cc(C2NC(=O)NC(O)(C(F)(F)F)C2C(=O)c2ccc(Cl)cc2)ccc1O (stereo unspecified) | -3.6% | -4.4% | 5.1% | ? | 6.0% | 3.8% | -4.3% | 3.9%
COc1ccc(C2C(C(=O)N3CCN(c4ccccc4F)CC3)c3ccccc3C(=O)N2C)cc1 (stereo unspecified) | 0.6% | -0.9% | 0.0% | 0.891µM* | 9.3% | -4.7%[11.4 µM] | 9.5% | -5.5%
O=C(Nc1cccc(Cl)c1)N(Cc1nc2ccccc2c(=O)[nH]1)C1CCCC1 | -0.4% | -0.4% | 0.5% | -4.8% | 0.9% | 0.0% | -4.4% | -1.5%
CC(C)C(=O)Nc1ccc(S(=O)(=O)Nc2ccccn2)cc1 | 7.8% | 0.9% | -1.6% | ? | 5.3% | -27.0% | 4.9% | 0.1%
CCC(C)(C)n1nnnc1C(c1ccc(O)c(OC)c1)N1CCc2ccccc2C1 (stereo unspecified) | ? | 10.7% | 6.8% | ? | 2.4% | 2.1% | -3.3% | -0.2%
Cc1c(-c2ccc(F)cc2)[n+](=O)c(-c2ccc(F)cc2)c(C)n1[O-] | -0.4% | 1.2% | 6.3% | -3.4% | 1.3% | . | -0.4% | -8.3%
CC(=O)c1c(C)n(-c2ccccc2)c2ccc(OCC(N)=O)cc12 | -6.1% | 5.7%[53 µM] | -5.2% | -0.4% | -7.7% | -2.5% | -4.0% | -0.8%[53 µM]
O=C(CSCC(=O)OCC(=O)c1ccc(Br)cc1)Nc1ccc(Br)cc1 | -6.5% | -0.3% | ? | 0.4% | ? | 11.3% | -4.5% | -0.8%
CC(NS(=O)(=O)c1ccc(Br)cc1)C(N)=O (stereo unspecified) | -3.5% | 3.0% | 1.4% | 0.1% | 1.9% | -3.5% | 5.9% | 3.6%
O=[N+]([O-])c1c(NCCO)cc(N2CCCCC2)c2nonc12 | ? | 7.7% | 1.6% | ? | -9.6% | -3.2% | -1.0% | -2.8%
O=C(NCCN1CCN(c2ccccc2)CC1)C1(S(=O)(=O)c2ccc(Cl)cc2)CC1 | -17.5% | -19.2% | 2.4% | ? | -8.5% | -10.4% | 18.0% | -0.2%
COc1ccc(N(CC(=O)Nc2ccc(S(=O)(=O)N3CCCC3)cc2)S(C)(=O)=O)cc1OC | -7.9% | 12.6% | -3.9% | ? | -18.8% | ? | -3.3% | -0.8%
CCCCC(=O)NC1(C(F)(F)F)C(=O)Nc2c1c(=O)[nH]c(=O)n2-c1ccc(C)c(C)c1 (stereo unspecified) | 2.9% | 5.1% | -7.3% | . | -1.7% | . | . | -5.4%
COc1ccc(Oc2nc3c(c(=O)n(C)c(=O)n3C)n2Cc2ccccc2Cl)cc1 | -5.7% | 1.1% | -6.3% | . | -2.4% | . | . | ?
COc1ccc(CCNC(=O)CCc2c(C)c3cc4c(C)coc4cc3oc2=O)cc1 | ? | 3.0% | -0.1% | . | -4.5% | . | . | 0.9%
